Assay outcomes from PubChem BioAssay.
KDM5B inh: blocks human KDM5B histone demethylase activity. Potency, µM (top dose mostly 57.7 µM), for the others: top-dose activity change, negative = inhibition, usual class: inhibitors. KDM5B demethylase, FDH-coupled NADH fluorescence (FDH is formaldehyde dehydrogenase). AID 1347165. Q9UGL1. 2.6% of 220,000 active; active = well fitted inhibition curve with a large enough effect; inconclusive = small, poorly fitted or top-dose-only effect; inactive = no such curve, though single readings can be large or run the other way; also: 0% is about no effect; nearly all actives have a fitted effect of over 70% in size
Target sequence (Q9UGL1 whole entry, looked up): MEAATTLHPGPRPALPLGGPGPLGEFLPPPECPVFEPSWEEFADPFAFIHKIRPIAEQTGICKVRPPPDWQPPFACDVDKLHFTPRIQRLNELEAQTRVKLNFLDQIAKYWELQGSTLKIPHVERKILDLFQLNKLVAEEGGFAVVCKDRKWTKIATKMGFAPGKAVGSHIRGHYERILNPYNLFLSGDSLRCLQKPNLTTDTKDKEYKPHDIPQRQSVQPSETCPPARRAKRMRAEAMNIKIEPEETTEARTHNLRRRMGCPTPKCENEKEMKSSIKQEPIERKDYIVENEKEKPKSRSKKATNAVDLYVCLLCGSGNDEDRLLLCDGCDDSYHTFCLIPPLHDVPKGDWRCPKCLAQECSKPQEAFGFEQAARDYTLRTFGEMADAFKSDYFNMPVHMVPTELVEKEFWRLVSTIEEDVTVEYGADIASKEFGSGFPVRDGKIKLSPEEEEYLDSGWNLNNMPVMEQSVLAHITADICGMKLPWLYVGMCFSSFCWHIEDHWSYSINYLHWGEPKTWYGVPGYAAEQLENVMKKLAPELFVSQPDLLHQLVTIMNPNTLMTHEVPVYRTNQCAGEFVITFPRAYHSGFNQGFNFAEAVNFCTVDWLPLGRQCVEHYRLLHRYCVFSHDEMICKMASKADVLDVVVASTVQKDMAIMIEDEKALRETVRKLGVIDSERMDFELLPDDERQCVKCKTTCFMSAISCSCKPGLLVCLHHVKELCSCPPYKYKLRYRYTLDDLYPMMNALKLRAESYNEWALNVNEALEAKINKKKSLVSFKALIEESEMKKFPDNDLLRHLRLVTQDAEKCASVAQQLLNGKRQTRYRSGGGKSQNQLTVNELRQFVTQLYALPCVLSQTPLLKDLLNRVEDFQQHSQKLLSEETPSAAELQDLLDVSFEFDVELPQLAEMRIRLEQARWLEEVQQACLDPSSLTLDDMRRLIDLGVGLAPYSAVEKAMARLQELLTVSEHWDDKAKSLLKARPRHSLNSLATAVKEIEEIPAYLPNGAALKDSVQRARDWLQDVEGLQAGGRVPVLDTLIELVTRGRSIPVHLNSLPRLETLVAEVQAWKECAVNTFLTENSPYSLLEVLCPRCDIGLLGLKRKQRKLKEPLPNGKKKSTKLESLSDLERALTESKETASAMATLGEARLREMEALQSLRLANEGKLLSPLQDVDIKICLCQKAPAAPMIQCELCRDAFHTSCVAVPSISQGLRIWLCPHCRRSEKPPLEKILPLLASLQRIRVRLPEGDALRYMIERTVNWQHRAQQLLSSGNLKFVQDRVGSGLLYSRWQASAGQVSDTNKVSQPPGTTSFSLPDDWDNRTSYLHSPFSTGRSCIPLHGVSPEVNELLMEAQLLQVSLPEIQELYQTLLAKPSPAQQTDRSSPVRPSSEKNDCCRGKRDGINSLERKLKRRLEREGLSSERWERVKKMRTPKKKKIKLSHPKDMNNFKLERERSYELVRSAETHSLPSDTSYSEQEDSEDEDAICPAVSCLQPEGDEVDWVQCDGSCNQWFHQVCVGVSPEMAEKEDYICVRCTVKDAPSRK
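Here, H3K4me3 peptide (12.5 µM in substrate mix) is demethylated by KDM5BΔAP, 200 nM final, after 10 min compound exposure. Formaldehyde product is coupled through FDH (0.25 U/mL in mix) to NADH fluorescence; 30-min ΔRFU feeds dose-response curves.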
Starred values were filed as active, the others as inactive; i = inactive; ? = inconclusive; [ ] = another dose, or the depositor's remark. Potency is read from the fitted curve at half-maximal effect. Only part of the results is shown (hit frequency here may not be typical).

smiles | KDM5B inh
O=S(=O)(Nc1cccc2c1CCCC2)c1ccccc1 | 16.1%
CCCn1c(NC(=O)CCOc2ccc(C)cc2)nc2ccccc21 | -1.9%
CCC(C(=O)NCc1ccc(OC)c(OC)c1)n1nc(C)c2c(C)n(-c3ccc(C)cc3)nc2c1=O (stereo not drawn) | ?
C[C@H](C(=O)N1Cc2ccccc2CC2(CCN(Cc3ccncc3)C2)C1)c1ccccc1 (stereo partly drawn) | ?
CN(C)C[C@@H]1CN(Cc2cccnc2)C[C@H]1NC(=O)Cc1ccsc1 | -8.1%
Cc1ccc(C(=O)N2CCCN(C(=O)C3CC3)C(c3ccccc3)CC(=O)NCC2)s1 (stereo not drawn) | 16.8%
CCCCOC(=O)C[N+](C)(C)C/C=C(/C)Cl | 18.5%
Cc1ccccc1C(=O)N[C@H]1[C@H](O)[C@H](O)C[C@@H]1c1ccc(C(F)(F)F)cc1 | 18.1%[86.2 µM]
Cc1ccc2nc(N(CCCN(C)C)C(=O)COc3ccc(Cl)cc3)sc2c1 | -2.4%
CCOc1ccc(CNC(=O)C2CCN(S(=O)(=O)c3cn(C)cn3)CC2)cc1OC | -29.5%

Continued; it opens with the six that closed the last part.
smiles | KDM5B inh
CN(C)C[C@@H]1CN(Cc2cccnc2)C[C@H]1NC(=O)Cc1ccsc1 | -8.1%
Cc1ccc(C(=O)N2CCCN(C(=O)C3CC3)C(c3ccccc3)CC(=O)NCC2)s1 (stereo not drawn) | 16.8%
CCCCOC(=O)C[N+](C)(C)C/C=C(/C)Cl | 18.5%
Cc1ccccc1C(=O)N[C@H]1[C@H](O)[C@H](O)C[C@@H]1c1ccc(C(F)(F)F)cc1 | 18.1%[86.2 µM]
Cc1ccc2nc(N(CCCN(C)C)C(=O)COc3ccc(Cl)cc3)sc2c1 | -2.4%
CCOc1ccc(CNC(=O)C2CCN(S(=O)(=O)c3cn(C)cn3)CC2)cc1OC | -29.5%
COC(=O)c1scc(-c2ccccc2)c1S(=O)(=O)Nc1ccc(C)c(Cl)c1 | -13.6%
COc1cccc(-c2n[nH]c3c2CC(=O)N(Cc2ccccc2F)C3)c1OC | -0.8%[86.2 µM]
C[C@@H]1CN(C(=O)c2cccc(N3CCCC3=O)c2)C[C@@]1(O)C1CCC1 | -9.0%
COC(=O)C(O)(c1ccc(NC(=O)c2ccc(F)cc2)cc1)C(F)(F)F (stereo not drawn) | 9.6%
COc1ccc(CNC(=O)Cn2nc(-c3ccc(OC)c(OC)c3)ccc2=O)cc1OC | 0.5%
Cc1ccc(-c2nn(CC(=O)NC3CC3)c(=O)c3ccccc23)cc1 | 4.4%
COc1ccc(C(=O)NCc2nnc3ccc(-c4ccc(C)c(C)c4)nn23)cc1 | 20µM*
CCOC(=O)c1ccc(N2C(=O)c3[nH]nc(-c4ccc(OC)cc4)c3C2c2ccc(C)cc2)cc1 (stereo not drawn) | ?
CCOC(=O)N1CCc2c(sc3c2C(=O)NC(c2cc(OC)c(O)c(OC)c2)N3)C1 (stereo not drawn) | ?
CCN(CC)C(=O)c1c(NC(=O)c2ccccc2F)sc2c1CCC(C)C2 (stereo not drawn) | -6.0%
CC(NC(=O)c1cccc(F)c1)C12CC3CC(CC(C3)C1)C2 (stereo not drawn) | 27.8%
COC(=O)c1ccccc1NC(=O)CSc1nc2ccccc2nc1Cc1ccccc1OC | -8.8%
C=CCNC(=O)NC(=O)CN(CC)c1cc(C)cc(C)c1 | 20.6%
Cc1cccc(-n2nnc(-c3nc(-c4ccccc4)no3)c2N)c1C | -10.2%
CCc1noc(-c2ccn3c(CNC(=O)c4ccc(F)c(Cl)c4)nnc3c2)n1 | ?
NS(=O)(=O)c1ccc(Nc2nc(-c3ccccc3)cs2)cc1 | -16.3%
C=CCNC(=O)NC(=O)COC(=O)c1c(C)c(CC)nc2ccccc12 | 6.2%
Cc1ccc(CCNC(=O)CS(=O)Cc2nc(-c3ccccc3Cl)oc2C)cc1 (stereo not drawn) | 14.8%
COc1ccc(C2C=C(c3ccccc3)Nc3nc(NC(=O)/C=C/c4ccccc4)nn32)cc1 (stereo not drawn) | ?
COc1ccccc1C1C2=C(CC(C)(C)CC2=O)Nc2ccccc2N1C(C)=O (stereo not drawn) | -19.3%
Cc1nn2c(c1-c1cccnc1N1CCOCC1)N(C(=O)c1ccc(Oc3ccccc3)cc1)CCC2 | 0.2%
CC1(CNCc2ccccc2)COc2ccc(C(=O)N3CC(O)C3)cc2N1 (stereo not drawn) | ?
Cc1ccc(Cl)cc1NC(=O)NCC1CCOCC1 | -5.0%
Cc1ccc2nc(CC(C)(C)CC(=O)O)c[n+]([O-])c2c1 | ?
COc1ccccc1CCNC(=O)CSc1ccc(-c2ccccn2)nn1 | 22.9%
Nc1nccnc1C(=O)NCC(O)c1cccc(Cl)c1 (stereo not drawn) | ?
Cc1c(C#N)c(N)nc2c3c(sc12)NC(=O)CC3c1ccc(Cl)cc1 (stereo not drawn) | ?
CCc1ccc(C2CC(C(=O)NCc3ccco3)CN(C(=O)c3ccc(F)cc3)C2)cc1 (stereo not drawn) | ?
CCOC(=O)c1c(S(=O)(=O)N2CCC(C(=O)NCc3ccccc3Cl)CC2)c(C)n(C)c1C | 2.6%
CN(Cc1ccccc1)c1ncccc1CNC(=O)Nc1ccccc1F | ?

Part of the list above, as labelled records:
> C[C@H](C(=O)N1Cc2ccccc2CC2(CCN(Cc3ccncc3)C2)C1)c1ccccc1 (stereo partly drawn)
- KDM5B inh: ?
> CN(C)C[C@@H]1CN(Cc2cccnc2)C[C@H]1NC(=O)Cc1ccsc1
- KDM5B inh: -8.1%
> Cc1ccc(C(=O)N2CCCN(C(=O)C3CC3)C(c3ccccc3)CC(=O)NCC2)s1 (stereo not drawn)
- KDM5B inh: 16.8%
> CCCCOC(=O)C[N+](C)(C)C/C=C(/C)Cl
- KDM5B inh: 18.5%

Next entries follow:
smiles | KDM5B inh
CCC(C)NC(=O)CSc1ccccn1 (stereo not drawn) | 2.7%
CCCSc1nnc2n(-c3cccc(C)c3)c(=O)c3c4c(sc3n12)CCCC4 | -2.2%
Cc1cccc(S(=O)(=O)N2CCCN(C)c3ccccc32)c1 | -3.5%
CCOC(=O)c1cc(-c2ccccc2)n(CC(=O)N(C)c2ccc(OC)cc2)c1C | ?
Cc1ccc(CN2CCC3(CCNCC3)C2)c(Cl)c1Cl | -23.2%
Cc1cc(F)ccc1NC1CN(C(=O)OC(C)(C)C)C1 | -0.4%[149 µM]
COc1ccc(NC(=O)c2cc(Cl)c(O)c(OC)c2)c(OC)c1 | 5.2%
Cc1cc(C)cc(-n2ccn(CC(=O)Nc3cc(C)ccc3C)c(=O)c2=O)c1 | 10.7%
CC1=C[C@@H](CNC2CCOCC2)[C@H](C(C)C)C[C@H]1Cc1nc2ccccc2n1C | ?
Cc1oc2ncnc(N3CCOCC3)c2c1C(=O)NCc1ccccc1 | 8.5%
Clc1cccc(Cl)c1CO/N=C/c1ccc(OCc2ccccc2)cc1 | -24.9%
COc1ccc(CN(C(=O)Nc2cc(C)ccc2C)C2CCN(C(C)=O)CC2)cc1 | -18.4%
CC1(C)CN=C(SCc2ccccc2)NC1 | 22.1%
COc1ccc(C(=O)NC(C)c2nncn2C)cc1OC1CCN(C(C)=O)CC1 (stereo not drawn) | -20.3%
CC(C)CN(C(=O)Cn1cnc2c1c(=O)n(C)c(=O)n2C)c1nc2ccccc2s1 | 0.8%
COc1ccccc1CN1CC(C(=O)NCCSc2nnnn2C)CCC1=O (stereo not drawn) | -12.6%
O=C(Cn1cc(SCc2c(F)cccc2Cl)c2ccccc21)N1CCCCC1 | -3.9%
Cc1cc(C)c2c(CC(=O)Nc3ccc(S(=O)(=O)N4CCCCC4)cc3)coc2c1 | 17.0%
Cc1cn2nc(C(=O)Nc3ccc(C)c(F)c3)cc2c(N(C)Cc2ccccc2)n1 | i
COC(=O)c1sc(=S)n(-c2ccc(C(C)C)cc2)c1N | 2.1%

The listing continues:
Compound	KDM5B inh
CCN1CCCC2(Cc3ccccc3CN(C(=O)CCC(=O)O)C2)C1 (stereo not drawn)	-3.9%[149 µM]
O=C(NC1CCCC1)N1CCCCC12Cc1ccccc1NC2=O (stereo not drawn)	-16.8%[86.2 µM]
COc1cc(NC(=O)Cn2ccn3nc(-c4ccccc4)c(CO)c3c2=O)cc(OC)c1	-7.4%
Cc1nccc(-c2cc(-c3ccc(Cl)cc3Cl)no2)n1	15.7%
CCn1c2c(c(=N)c3ccccc31)CCC2	?
CCc1ccc(NC(=O)Cn2c(=O)n(Cc3nc(C)no3)c(=O)c3cc4c(cc32)OCO4)cc1	?
CC(C)Sc1ccc(C(=O)NCC(O)c2ccccc2)cc1 (stereo not drawn)	9.4%
Cc1nn(C)c(C)c1S(=O)(=O)N1CCCC(Cn2c(C3CC3)nc3cccnc32)C1 (stereo not drawn)	8.8%
O=C(Nc1ccc(F)c(F)c1)C1CCN(S(=O)(=O)c2cccc3nonc23)CC1	-9.1%
O=C1CO[C@H]2CCN(Cc3c[nH]c4ccccc34)CC[C@@H]2N1Cc1ccccc1	-23.6%[86.2 µM]
COCCNC(=O)C[C@@H]1C[C@H]2O[C@H](CNC3CCC3)[C@@H](O)[C@H]2O1	-12.7%[86.2 µM]
N#Cc1ccc(NN)c([N+](=O)[O-])c1	-39.3%
COc1ccc(-c2noc(CC3CCN(C(=O)c4cc(Cl)ccc4OC)CC3)n2)cc1	-2.6%
O=C(COc1ccccc1)NCCc1csc(-c2ccc(Cl)cc2)n1	263.2%[activator]
CC(C)Oc1cccc(C(C)NC(=O)c2ccccc2Cl)c1 (stereo not drawn)	8.9%
Cc1ccc(CN2CCn3nnc(CCC(=O)NCc4ccccc4)c3C2)o1	-7.0%
COc1ccc(-c2nnc(SCC(=O)N3CCC(C)CC3)o2)cc1	-8.0%
Cn1cc(C2CCN(C(=O)c3c(Cl)cc(Cl)cc3Cl)CC2)c2ccccc21	?
COc1cc(CN2C[C@@H](CO)[C@H](NC(C)=O)C2)cc(OC)c1	13.7%
COCCOc1cc(C)c2c(c1C)C[C@H](C(C)C(=O)N1CCC(O)CC1)CC2 (stereo partly drawn)	-26.0%[86.2 µM]
CCCC(=O)N1CCC(O)(c2ccccc2)[C@H](N2CCCC2)C1 (stereo partly drawn)	10µM*
O=C(c1ccccc1F)N(C1CCCC1)C1CC1	31.5%[activator]
CCCCN(C(=O)Cn1c(=O)c2c(ncn2C)n(C)c1=O)c1ccccc1	6.1%
Cc1ccccc1OCc1nc(C2CN(C(=O)NC(C)C)C2)no1	7.7%
CSC1=N/C(=C\c2ccccc2Br)C(=O)S1	-15.7%
Cc1cnc(-c2ccccc2)n1C1CCN(S(C)(=O)=O)CC1	-13.8%
O=C(CSc1cccc[n+]1[O-])Nc1cccc2ccccc12	-3.1%
COc1ccc(Br)cc1CN1CCN(c2ncccn2)CC1	?
Cc1ccc2nc(C3=C(O)CN(c4cccc(Cl)c4C)C3=N)[nH]c2c1	-18.1%
COc1ccc(-c2cn3c(n2)CO[C@@H](CNC2CCCCC2)C3)cc1	-5.0%[86.2 µM]
COc1ccc(-c2nnc3n2C(C)(C)Cc2c-3ccc3ccccc23)cc1OC	24.8%
CCCCCCNc1nc2ccccc2nc1NS(=O)(=O)c1ccc(F)cc1	-0.6%
O=C1CO[C@H]2CCN(Cc3cccc(OC(F)(F)F)c3)CC[C@@H]2N1CCN1CCCC1	-26.5%
COc1ccc(C2Cn3nnc(-c4nc(-c5ccccc5C)no4)c3CO2)cc1 (stereo not drawn)	-18.8%
O=C(Nc1ccc(F)c(Cl)c1)c1ccc(-c2ccccc2)cc1	14.7%
Cc1ccc2c(c1)-c1nc3ccccc3cc1/C2=C\c1cccnc1	?
COc1ccc(C)cc1NC(=O)c1oc2ccc(S(=O)(=O)N3CCCCC3)cc2c1C	-9.1%
Cc1nc(CNC(=O)[C@H]2CCC[C@@H](O)C2)nc2c1CCCC2	-18.8%
Clc1ccc(-c2cnc([C@@H]3COCCN3C3CCC3)[nH]2)cc1	30.0%[86.2 µM]
CCc1cccc(C)c1NC(=O)Cn1ccn2nc3c(c2c1=O)CCCCC3	?
O=C1CC(c2ccccc2)N(C(=O)NCc2ccccc2)CCCCCN1 (stereo not drawn)	?
O=C1Cc2cc(S(=O)(=O)Nc3ccc(OC(F)(F)F)cc3)cc3c2N1CCC3	-16.2%
CCOc1ccc(-n2c(-c3ccccc3)c(C)n3c4c(=O)n(C)c(=O)n(C)c4nc23)cc1	6.1%
Nc1ncccc1CN1CCC2(CC1)COCCN2C(=O)c1ccccc1	4.0%[86.2 µM]
O=C(Nc1ccc2c(c1)N(C1CCCC1)C(=O)c1ccccc1S2)c1cccc(F)c1	-8.4%
CC1(C(=O)NC2CCCCC2)Cc2ccccc2C(=O)N1Cc1ccc(F)cc1 (stereo not drawn)	?
COCc1nc(-c2ccc(OC3CCN(C(=O)Nc4cccc(C)c4)C3)cc2)no1 (stereo not drawn)	-11.0%
COc1ccc(Cn2ccnc2SCC(=O)Nc2ccc3c(c2)OCCO3)cc1	2.4%
CCCN(CC1CCOC1)S(=O)(=O)c1cc(F)ccc1C (stereo not drawn)	-5.3%
Cc1ccoc1C(=O)N1C[C@@H](CO)[C@H](c2nc(C3CC3)no2)C1	2.4%
CN1CCN(CCCNC(=O)C23CCCC=C2N(C2CCCC2)C(=O)CC3)CC1 (stereo not drawn)	-10.4%
COc1ccc2c(CN3CCN(c4ccccc4)CC3)cc(=O)oc2c1	2.2%
CCc1nc(-c2c3n(c(=O)n(Cc4c(F)cccc4Cl)c2=O)CCCC3)no1	-10.9%
